Screens: PubChem BioAssay, National Center for Advancing Translational Sciences (NCATS)
FEN1 inh: qHTS Assay for the Inhibitors of Human Flap endonuclease 1 (FEN1). P39748. Recombinant FEN1 flap cleavage, fluorescence, 15 min. Potency, µM (top dose mostly 114 µM), without a hit: top-dose activity change, negative = inhibition, usual class: inhibitors. actives 0.35% (n = 390,000); note: nearly all actives have a fitted effect of over 65% in size
Target sequence (P39748 whole entry, looked up): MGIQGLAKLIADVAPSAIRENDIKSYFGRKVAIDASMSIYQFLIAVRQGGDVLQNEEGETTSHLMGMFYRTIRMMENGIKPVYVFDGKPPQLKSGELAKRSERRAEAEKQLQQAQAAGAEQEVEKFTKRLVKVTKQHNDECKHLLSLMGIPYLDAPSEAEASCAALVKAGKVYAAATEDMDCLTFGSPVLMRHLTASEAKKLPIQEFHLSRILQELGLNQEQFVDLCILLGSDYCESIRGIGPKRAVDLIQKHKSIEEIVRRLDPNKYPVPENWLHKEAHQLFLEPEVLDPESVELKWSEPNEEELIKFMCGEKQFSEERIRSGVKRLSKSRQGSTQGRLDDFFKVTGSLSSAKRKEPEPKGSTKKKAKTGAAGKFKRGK
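With each library titrated from low to high concentration, compounds met 10 nM FEN1 for 15 min at room temperature before 50 nM substrate was added; readings at 0 and 15 min fed four-parameter Hill curve fits.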
TDP1 inh: qHTS Assay for Inhibitors of Tyrosyl-DNA Phosphodiesterase (TDP1); recombinant TDP1, AlphaScreen DNA substrate cleavage; Potency, µM (top dose mostly 130 µM), for the others: top-dose activity change, negative = inhibition, actives largely listed as inhibitors; actives 0.28% (n = 350,000); note: nearly all actives have a fitted effect of over 40% in size
Target sequence (Q9NUW8 whole entry, looked up): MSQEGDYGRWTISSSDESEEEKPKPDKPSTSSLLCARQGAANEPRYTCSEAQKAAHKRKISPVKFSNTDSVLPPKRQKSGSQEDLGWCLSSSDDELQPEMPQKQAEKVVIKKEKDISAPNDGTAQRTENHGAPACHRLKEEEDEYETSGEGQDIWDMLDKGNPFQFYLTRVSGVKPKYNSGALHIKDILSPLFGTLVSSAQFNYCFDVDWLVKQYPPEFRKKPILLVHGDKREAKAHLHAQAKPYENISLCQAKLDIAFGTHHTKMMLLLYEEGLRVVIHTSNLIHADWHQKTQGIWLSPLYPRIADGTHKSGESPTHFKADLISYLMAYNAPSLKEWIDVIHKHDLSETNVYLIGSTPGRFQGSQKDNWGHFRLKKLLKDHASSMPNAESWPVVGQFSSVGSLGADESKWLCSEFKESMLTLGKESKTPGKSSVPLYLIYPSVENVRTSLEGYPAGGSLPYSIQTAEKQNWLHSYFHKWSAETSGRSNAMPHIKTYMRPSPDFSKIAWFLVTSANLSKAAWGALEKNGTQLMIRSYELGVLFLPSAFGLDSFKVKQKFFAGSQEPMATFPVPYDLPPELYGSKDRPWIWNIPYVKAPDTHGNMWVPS
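Here, a 5' biotin and 3' phosphotyrosine-FITC DNA oligonucleotide reports Tdp1 activity: intact substrate bridges AlphaScreen beads, while cleavage leaves a 3' phosphate and drops signal. All incubations at room temperature.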
N370S GC mod: qHTS Assay for Inhibitors and Activators of N370S glucocerebrosidase as a Potential Chaperone Treatment of Gaucher Disease; N370S GC spleen homogenate, 4MU-glucoside fluorescence; Potency, µM (top dose mostly 59.4 µM), for the others: top-dose activity change, negative = inhibition, most hits filed as inhibitors; Lysosomal acid glucosylceramidase (Homo sapiens), P04062; actives 0.092% (n = 330,000);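 note: 0% = full enzyme activity and -100% = no enzyme basal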
The depositor's hits bear a star; ? = inconclusive; / = no result given; & = joins results of further samples; [ ] = dose if it differs, or a comment. Calls come from the whole dose curve; as a rule, active = well fitted curve in the direction sought with a large enough effect; inconclusive = small, poorly fitted or top-dose-only effect, or another doubt; inactive = no such curve, though single readings can be large; an effect the other way counts as inactive or inconclusive. Unless noted, % is set by controls: 0 for no effect and ±100 for the full control effect; potency is the fitted concentration of half-maximal effect.

A first look (six entries):
mol	N370S GC mod	FEN1 inh	TDP1 inh
CCC1Nc2ncnc(N3CCc4ccccc4C3)c2N(Cc2ccc(Cl)cc2)C1=O (stereo not given)	/	-2%	3%
Cc1cc(NC(=O)c2ccccc2)n(C(C)(C)C)n1	-1%	-9%	0%
Cc1cccc(NC(=O)N2CCN3CCCCC3C2)c1C (stereo not given)	/	21%	6%
Cc1ccc(NC(=S)NC(=O)C2CC2)c(C)c1	-4%	-3%	1%
CCOc1ccc(CCN2C(=O)C3C4CCC(O4)C3C2=O)cc1OCC (stereo not given)	/	-3%	0%
COc1ccc(C(C)(C)C)cc1NC(=O)c1ccoc1C	26%	-2%	0%

All compounds of this part (from the top)
mol	N370S GC mod	FEN1 inh	TDP1 inh
CCC1Nc2ncnc(N3CCc4ccccc4C3)c2N(Cc2ccc(Cl)cc2)C1=O (stereo not given)	/	-2%	3%
Cc1cc(NC(=O)c2ccccc2)n(C(C)(C)C)n1	-1%	-9%	0%
Cc1cccc(NC(=O)N2CCN3CCCCC3C2)c1C (stereo not given)	/	21%	6%
Cc1ccc(NC(=S)NC(=O)C2CC2)c(C)c1	-4%	-3%	1%
CCOc1ccc(CCN2C(=O)C3C4CCC(O4)C3C2=O)cc1OCC (stereo not given)	/	-3%	0%
COc1ccc(C(C)(C)C)cc1NC(=O)c1ccoc1C	26%	-2%	0%
Cc1cc(NS(=O)(=O)c2ccc(NC(=O)COc3ccccc3C(C)(C)C)cc2)no1	-1%	-2%	5%
O=C(COC(=O)c1ccc[n+]([O-])c1)Nc1ccccc1OC(F)F	/	-3%	0%
CN(C)c1cc(-c2ccccc2)nc(-c2ccccc2)n1	4%	-15%	/
O=C(CCCC(=O)N1CCCC1)N1CCCC1	-11%	2%	/

Among those listed so far, 2 contain sulfur:
mol	N370S GC mod	FEN1 inh	TDP1 inh
Cc1ccc(NC(=S)NC(=O)C2CC2)c(C)c1	-4%	-3%	1%
Cc1cc(NS(=O)(=O)c2ccc(NC(=O)COc3ccccc3C(C)(C)C)cc2)no1	-1%	-2%	5%

Remaining list, next part
mol	N370S GC mod	FEN1 inh	TDP1 inh
COc1ccccc1NC(=O)CCN1C(=O)C2CC=C(Cl)CC2C1=O (stereo not given)	-3%	-13%	0%
CCNC(=O)NC(=O)c1csc([N+](=O)[O-])c1	4%	6%	4%
COc1ccc(NC(=O)c2cc([N+](=O)[O-])ccc2N2CCCC2)cc1S(N)(=O)=O	-21%	-4%	-6%
COc1cc(/C=N/NC(=O)Cn2cnc3c2c(=O)n(C)c(=O)n3C)ccc1O	-6%	-16%	-1%
C[C@H](NC(=O)c1ccco1)C(=O)NCCc1ccc(S(N)(=O)=O)cc1	-2%	16%	-1%
O=C(CNc1ccccc1F)N/N=C/C1CC=CCC1 (stereo not given)	-12%	6%	3%
COC(=O)c1ccc(-n2c(C)cc(/C=N/Nc3nc(C)cc(=O)[nH]3)c2C)cc1	-13%	-2%	/
CCN(CC)C(C(=O)NC1CCCCC1)c1ccc(C)cc1 (stereo not given)	-9%	8%	2%
O=C(O)c1ccccc1COc1ccccc1Cl	-1%	4%	-5%
O=C(COC(=O)c1cc(=O)[nH]c2ccccc12)NCc1cccs1	2%	14%	0%
Cc1cc2c(cc1S(=O)(=O)NC1CCCCC1C)OCC(=O)N2 (stereo not given)	-18%	-7%	1%
COc1cc(C(=O)N/N=C(\C)c2ccc(NC(=O)Cc3ccccc3)cc2)ccc1O	-2%	-5%	2%
CC1CCN(S(=O)(=O)c2ccc(NC(=O)CNC3CCCCC3)cc2)CC1	-10%	-15%	1%[0.0935 µM]
COc1ccc([N+](=O)[O-])cc1NC(=S)NC(NC(C)=O)C(Cl)(Cl)Cl (stereo not given)	-6%	-11%	-4%
O=C(Nc1cccnc1)c1ccc2c(c1)C(=O)N(Cc1cccnc1)C2=O	18%	-8%	0%
COc1cccc(NC(=O)CN(C)C(C)C(=O)Nc2ccc(C#N)cc2)c1 (stereo not given)	-5%	-1%	0%
Cc1ccc(N2C(=O)N(CC(=O)Nc3cc(Cl)ccc3C)C(=O)C2C)cc1 (stereo not given)	-1%	4%	-11%
Cc1ccc(Cn2ccsc2=NC(=O)COC(=O)c2ccc(NC(=O)CC#N)cc2)cc1	-9%	-7%	/
Nc1ccccc1C(=O)N1CCC(O)(c2ccc(Cl)cc2)CC1	-6%	-2%	/
COc1ccc(CCN(Cc2ccccn2)C(=S)Nc2ccccc2Cl)cc1OC	3%	1%	6%

4 of these compounds in another layout:
Screens in order – N370S GC mod | FEN1 inh | TDP1 inh
> Cc1cc2c(cc1S(=O)(=O)NC1CCCCC1C)OCC(=O)N2 (stereo not given)
 : -18% | -7% | 1%
> COc1cc(C(=O)N/N=C(\C)c2ccc(NC(=O)Cc3ccccc3)cc2)ccc1O
 : -2% | -5% | 2%
> CC1CCN(S(=O)(=O)c2ccc(NC(=O)CNC3CCCCC3)cc2)CC1
 : -10% | -15% | 1%[0.0935 µM]
> COc1ccc([N+](=O)[O-])cc1NC(=S)NC(NC(C)=O)C(Cl)(Cl)Cl (stereo not given)
 : -6% | -11% | -4%

Next section.
mol	N370S GC mod	FEN1 inh	TDP1 inh
COc1ccc(NS(=O)(=O)c2cc(NC(=O)c3ccc(=O)[nH]n3)ccc2N2CCOCC2)cc1	/	-11%	-4%
Cc1ccc(S(=O)(=O)Nc2cc(Br)cc3cccnc23)cc1	/	-21%	-2%
Cc1ccc(Nc2c(-c3ccccn3)nc3cc(C)ccn23)cc1	-7%	?	11%
CC[C@@]1(C(=O)OC)N[C@H](CN(C)S(=O)(=O)c2ccc(C(C)(C)C)cc2)[C@@H]2C(=O)N(Cc3ccccc3)C(=O)[C@@H]21	/	2%	1%
COc1ccc(Nc2ncnc3sc(-c4ccccc4)cc23)cc1OC	8%	?	7%
CCN(CC)C(=O)Cn1cnc2sc(C(=O)N3CCN(c4ccc(F)cc4)CC3)c(C)c2c1=O	0%	12%	2%
CN1CCN(c2nc(N3CCN(CCO)CC3)nc3ccccc23)CC1	-2%	11%	5%
COCCCNC(=O)CCc1c(C)nc2c(c(C)nn2-c2ccc(C)cc2)c1C	-15%	-10%	/
Cc1ccc2oc(=O)c3cc(C(=O)NCCCOC(C)C)sc3c2c1	/	-1%	1%
CC(=O)N1[C@H](C)C=C[C@]1(Cc1ccccc1)C(=O)O	8%&0%	0%	-1%&0%
Cc1cc(C)nc(NC(=O)CSc2ncccn2)n1	2%	/	0%
CCc1nnc(NC(=O)C2CC(=O)N(Cc3ccco3)C2)s1 (stereo not given)	2%	-14%	3%
O=C(CC1Oc2ccccc2NC1=O)NCc1ccc(F)cc1 (stereo not given)	/	24%	4%
CC(=O)c1cccc(NC(=O)N2CCC(NC(=O)c3ccco3)CC2)c1	-4%	2%	2%
CN(C)c1ccc(CNc2ccc3c(c2)ncn3C)cc1	1%	-12%	12%
COc1ccc(COC(=O)c2ccc(N3CCCC3=O)cc2)cc1F	-4%	-12%	6%
CCC(C(=O)NN1C(=O)c2ccccc2C1=O)c1ccccc1 (stereo not given)	-6%	-10%	0%
COc1ccc(N2CCN(C(=O)Cc3coc4ccc(C)cc34)CC2)cc1	/	-1%	11%
Fc1ccc(Br)cc1C1C=C(c2ccc(Br)s2)Nc2ncnn21 (stereo not given)	1%	9%	5%
Cc1ccc(S(=O)(=O)c2cn(Cc3ccccc3)c3cc(N4CCCC4)c(F)cc3c2=O)cc1	/	-8%	1%
CCCOc1ccc(CNC(=S)N/N=C/c2ccc([N+](=O)[O-])cc2)cc1	1%	-2%	6%
O=S(=O)(c1cnc(Cl)c(Cl)c1)N1CCc2ccccc21	2%	-13%	5%
O=C1CSC(=S)N1/N=C/c1cccc(C(F)(F)F)c1	-10%	-9%	6%
O=S(=O)(NC1CCCCC1N1CCC(O)CC1)c1ccc(Cl)cc1 (stereo not given)	-18%	-17%	/
O=C(O)c1nn(CCOc2c(Cl)cccc2Cl)c(=O)c2ccccc12	4%	23%	3%
Cc1cc(N)n2ncc(-c3ccccc3)c2n1	2%	5%	2%
O=C(CSc1ccc2c(c1)OCCO2)Nc1cccc(S(=O)(=O)N2CCCCC2)c1	4%	-3%	1%
Cc1ccccc1[C@@H](OCCN(C)C)c1ccccc1	-5%[21.6 µM]	/	6%[56.1 µM]
Cc1ccc(NC(=O)CN2C=NS(=O)(=O)c3ccccc32)cc1	/	2%	2%
COc1cccc(/C=N/Nc2ccc([N+](=O)[O-])cc2)c1O	-12%	1%	/
Cn1c2ccccc2c2cnn(CC(=O)N3CCCCC3)c(=O)c21	2%	0%	3%
Cc1cc(C(=O)OCC(=O)NCc2ccccc2)c2ccccc2n1	/	-7%	0%
Cc1nccn1CCc1n[nH]c(=S)n1Cc1ccccc1	-4%	-2%	-11%
NNC(=O)CCN(Cc1ccco1)S(=O)(=O)c1ccc(Cl)cc1	13%	11%	-3%
O=[N+]([O-])c1cccc(-c2n[nH]c(=S)n2Cc2ccccc2)c1	-1%	8%	5%
C=CCn1c(-c2ccoc2)n[nH]c1=S	/	2%	-7%
Cc1cccc(-c2nc(CS(=O)CC(=O)NC3CCCCC3)c(C)o2)c1 (stereo not given)	2%	-3%	4%
OCCCNC(=S)Nc1ccc2nc(-c3ccccn3)c(-c3ccccn3)nc2c1	-11%	-8%	4%
COC(=O)C1=C(C(=O)c2ccc(C)cc2)C(c2ccc(OC)c(OC)c2)n2nnnc2N1 (stereo not given)	?	-10%	3%
CC1Cc2ccccc2N1C(=O)CN1CCCCC1 (stereo not given)	-1%	0%	/

The last two records of the section above are carried over, then new ones follow.
mol	N370S GC mod	FEN1 inh	TDP1 inh
COC(=O)C1=C(C(=O)c2ccc(C)cc2)C(c2ccc(OC)c(OC)c2)n2nnnc2N1 (stereo not given)	?	-10%	3%
CC1Cc2ccccc2N1C(=O)CN1CCCCC1 (stereo not given)	-1%	0%	/
Cc1c(C)c2cccnc2c2ncccc12	/	16µM*	-1%
Cc1ccc(-n2nc(C)c3c(C(=O)OCC(=O)N(C)C4CCS(=O)(=O)C4)cc(-c4ccccc4)nc32)cc1 (stereo not given)	-5%	-14%	3%
CCOC(=O)C1=C(CN2CCSCC2)NC(=O)NC1c1cc(C)ccc1C (stereo not given)	5%	-3%	9%
COc1ccc2[nH]cc(CCNC(=O)c3ccccc3Cl)c2c1	-4%	0%	/
COc1ccccc1N1CCN(C(=O)CSc2nnc(NC(=O)C3CC3)s2)CC1	1%	3%	1%
C/C(=N\Nc1ccc(C(=O)O)cc1)c1ccc(-n2ccnc2)cc1	-8%	-18%	1%
CC(C)Cn1c(SCC(=O)NCc2ccc(Cl)cc2)nnc1-c1cccc(S(=O)(=O)N2CCOCC2)c1	-18%	11%	0%
NS(=O)(=O)c1ccc(CCNC(=O)C(=O)c2c[nH]c3ccccc23)cc1	-5%	2%	3%
Cc1nn(C)c(C)c1/C=C(/C(=O)C(C)C)n1cncn1	-1%	4%	1%
NC(=O)c1cc([N+](=O)[O-])ccc1Nc1ccccc1	-10%	-4%	0%
CCOC(=O)Cn1nnc2c(sc3nc4c(c(-c5ccc(Cl)cc5)c32)CCC4)c1=O	3%	3%	2%
CCc1nc2ccc(C(=O)NCc3ccc(N(C)C)cc3)cc2nc1CC	/	20%	-2%
c1ccc(CSc2ccc(-c3ccco3)nn2)cc1	5%	11%	2%
O=C(NNC(=O)c1cnccc1C(F)(F)F)c1ccccc1	3%	0%	0%
